Assay outcomes from PubChem BioAssay.
IMPase cell inh = IMPase inhibition in cells. P97697. CHO-M1 cells, IP1 accumulation, HTRF TR-FRET ratio. inhibition (IP1 accumulation), % at 46.1 µM. 120,000 tested, under 10 active. AID 901; active = well fitted curve in the direction sought with a large enough effect in the signal ratio, not every such curve was filed as active; inconclusive = small, poorly fitted or top-dose-only effect, or a change in a side signal; inactive = no such curve, though single readings can be large or run the other way; the % refers to the signal ratio;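 note: cells stimulated with carbachol in lithium chloride buffer; plate controls were DMSO basal wells for no effect and reference inhibitor wells for full effect; higher means more IMPase inhibition seen as more IP1 and lower FRET ratio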
Target sequence (P97697 whole entry, looked up): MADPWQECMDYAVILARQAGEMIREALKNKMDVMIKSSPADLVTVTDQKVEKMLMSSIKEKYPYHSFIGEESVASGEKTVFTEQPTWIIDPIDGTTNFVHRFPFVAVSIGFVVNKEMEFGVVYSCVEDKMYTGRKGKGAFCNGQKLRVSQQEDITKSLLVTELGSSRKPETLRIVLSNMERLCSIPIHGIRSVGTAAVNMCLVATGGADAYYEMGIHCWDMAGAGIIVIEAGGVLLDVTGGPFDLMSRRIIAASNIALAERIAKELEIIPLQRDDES
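Measured: the HTRF emission ratio (665/620 nm) plus the 620 nm donor channel, each fitted to the Hill equation to give AC50. Cells were CHO-M1 given compounds up to 46 uM and a 30 min carbachol stimulation at 37C.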
PNC inhibitor = perinucleolar compartment assembly inhibition | activity change (PNC), negative = inhibition, % at 10 µM | PC3M PTB-GFP, PNC prevalence imaging, 16 h; stronger effect = lower value | AID 2417 | 140,000 compounds, 3.1% hits;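 active = readout at or below -70, meaning at least 70% loss of cells showing the perinucleolar compartment, a nuclear body marking cancer cells; inconclusive = readout between -30 and a set limit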;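 note: plate controls were DMSO wells for no effect and camptothecin positive control wells for full effect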
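Read-out is percentage of cells bearing a perinucleolar compartment, from automated 20x imaging of fixed, Hoechst-stained PC3M PTB-GFP cells. Cells were seeded 4 h, then exposed 16 h to compound (23 nl of library stock) in duplicate plates.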
ALOX15B inhib = inhibitors of human 15-lipoxygenase 2 (ALOX15B); purified 15hLO-2, xylenol orange hydroperoxide absorbance; Potency, µM (doses to about 57.1 µM), for inactives: at the top dose activity change, negative = inhibition, actives largely listed as inhibitors; 110,000 compounds, 0.56% hits; note: potency is the fitted concentration of half-maximal effect; nearly all actives have a fitted effect of over 60% in size; many of its hits are not listed in these tables
Target sequence (O15296 whole entry, looked up): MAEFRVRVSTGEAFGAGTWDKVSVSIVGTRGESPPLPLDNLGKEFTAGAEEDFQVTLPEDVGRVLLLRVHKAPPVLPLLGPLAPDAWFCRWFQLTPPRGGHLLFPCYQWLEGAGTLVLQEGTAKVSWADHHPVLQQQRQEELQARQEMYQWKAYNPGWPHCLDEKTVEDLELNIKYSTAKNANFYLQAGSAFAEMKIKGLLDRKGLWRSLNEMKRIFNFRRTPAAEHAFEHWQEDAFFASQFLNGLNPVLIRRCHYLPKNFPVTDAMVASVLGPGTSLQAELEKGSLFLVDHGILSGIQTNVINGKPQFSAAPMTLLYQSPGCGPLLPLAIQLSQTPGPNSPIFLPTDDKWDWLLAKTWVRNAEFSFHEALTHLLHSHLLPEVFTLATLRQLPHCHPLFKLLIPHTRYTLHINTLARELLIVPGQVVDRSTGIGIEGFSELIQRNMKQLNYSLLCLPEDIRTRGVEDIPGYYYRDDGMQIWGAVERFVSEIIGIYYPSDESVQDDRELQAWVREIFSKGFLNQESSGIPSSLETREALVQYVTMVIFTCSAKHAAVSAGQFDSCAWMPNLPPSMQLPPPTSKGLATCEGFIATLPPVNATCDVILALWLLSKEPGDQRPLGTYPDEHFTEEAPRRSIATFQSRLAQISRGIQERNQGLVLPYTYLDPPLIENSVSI
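Purified human 15hLO-2 (50 nM) preincubated 15 min with compound, then 45 uM arachidonic acid for 90 min at RT in 25 mM Hepes pH 7.5, 0.01% Triton X-100. Hydroperoxide detected by Fe-xylenol orange; 573/405 nm absorbance ratio.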
12-hLO inh = inhibitors of human 12-lipoxygenase (ALOX12) | P18054 | 150,000 compounds, 0.12% hits | purified 12-hLO, xylenol orange hydroperoxide absorbance | Potency, µM (titrated, usually from 57.1 µM), for the others: top-dose activity change, negative = inhibition, actives largely listed as inhibitors; note: potency is the fitted concentration of half-maximal effect; nearly all actives have a fitted effect of over 55% in size; many of its hits are not listed in these tables
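Xylenol orange chromogenic assay: hydroperoxide from 12hLO oxidises Fe(II), giving red-shifted Fe(III)-XO absorbance. Conditions: 150 nM enzyme, 40 uM arachidonic acid, 25 mM Hepes pH 7.0, 0.01% Triton X-100, 30 min, room temperature.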
An asterisk follows results filed as active; ? = inconclusive; / = no result given; & = joins results of further samples; [ ] = remark or other dose. Unless noted, calls come from the whole dose curve; as a rule, active = well fitted curve in the direction sought with a large enough effect; inconclusive = small, poorly fitted or top-dose-only effect, or another doubt; inactive = no such curve, though single readings can be large; an effect the other way counts as inactive or inconclusive. Unless noted, % is set by controls: 0 for no effect and ±100 for the full control effect.

SMILES	IMPase cell inh	PNC inhibitor	ALOX15B inhib	12-hLO inh
CCOC(=O)N1CCN(C(=O)C2CCCN(Cc3nc(-c4ccc(Cl)cc4)oc3C)C2)CC1 (stereo not given)	-2	-100*	40%[activator]	0%
COc1ccc(CCNC(=O)CC2SC(=NCCc3ccccc3)NC2=O)cc1OC (stereo not given)	/	?	/	4%
CC(C)c1nnc(NC(=O)c2cnccn2)s1	-2	-16	7%	-1%
COCCn1c(-c2ccc(OC)c(OC)c2)nc2ccccc21	2	10	-1%	0%
CCOc1ccc(S(=O)(=O)Nc2nc3ccccc3nc2N2CCN(C)CC2)cc1	-11	?	-7%	-4%
CC(=O)Nc1ccc(C(=O)CSc2ncn(-c3ccccc3)n2)cc1	5	13	0%	-3%
Cc1ccc(S(=O)(=O)c2c(N)n(NC(=O)c3ccco3)c3nc4ccccc4nc23)cc1	2	-16	-13%	-24%
CCOC(=O)c1ccc(-n2c(C)nc3c(cnn3-c3ccccc3Cl)c2=O)cc1	2	-113*	3%	-6%
Cc1ccccc1NC(=O)C1CCC(C)(C(=O)O)C1(C)C (stereo not given)	13	59	-1%	2%
CC(=O)Nc1nonc1NC(=O)CSC1=NCCS1	8	?	1%	-2%
CN1CCN(c2nc3c(c(=O)[nH]c(=O)n3C)n2CCOc2ccccc2)CC1	-8	37	-1%	-1%
COc1ccc(-n2c(SCC(=O)Nc3cc(C)on3)nc3c(c2=O)SCC3)cc1	-18	?	/	1%
CCc1nnc(NS(=O)(=O)c2ccc(N=Cc3c(C)[nH]n(-c4ccc(C)cc4)c3=O)cc2)s1	4	36	3%	0%
O=C(Nc1ccccc1C(=O)OCc1nnc(-c2ccccc2)o1)c1ccco1	1	11	0%	-7%
CCOCCCNc1ccc(-c2ccccc2)nn1	-1	-16	-5%	3%
Cc1ccc(CC2CC(=O)N(c3ccc4c(c3)OCCO4)C2=O)cc1 (stereo not given)	5	?	-3%	-7%
O=C(O)c1ccc2c(c1)C(=O)/C(=C/c1ccccc1)C2=O	/	-6	/	-1%
COc1ccc(NC(=O)N2CCC3(CC2)CCN(C(=O)c2cnccn2)CC3)cc1	/	/	0%	-1%
NC/C=C\C(=O)O	-6&-4	/	21%&4%	-5%&-5%
Cc1ccccc1C(=O)NC(=S)NCC(=O)c1ccccc1	-1	-27	-24%	-6%
Cc1ccc(C(=O)CNc2ccccc2C)cc1	/	?	/	-3%
COC(=O)CSc1nc(C)cc(Oc2ccccc2)n1	-2	5	5%	2%
COc1ccc(/C=C2/SC(=S)N(CCC(=O)O)C2=O)cc1	-11	38	-4%	-2%
Cc1oc(-c2ccccc2)nc1CC(=O)O	1	-2	4%	5%
CCOc1ccc(NC(=O)CCn2cccc2)cc1	5	?	-1%	-3%
CCOC(=O)C(NC(=O)Nc1ccccc1)(OCC)C(F)(F)F (stereo not given)	4	?	-6%	0%
COc1ccc(-c2c[n+]3c4n2CCCCC4=C(c2ccccc2)C3)cc1	4	34	9%	5%
Nc1ncc(-c2ccccc2)n1CC1CCCO1 (stereo not given)	14	-29	46%[activator]	5%
CCN(CC)S(=O)(=O)c1ccc(C(=O)OC2CCCCC2CN(C)C)cc1 (stereo not given)	-5	-17	11%	-1%
COC(=O)CC1Nc2ccccc2SC1=O (stereo not given)	-8	20	-2%	-5%

Not a retest: 2 of the compounds above.
SMILES	IMPase cell inh	PNC inhibitor	ALOX15B inhib	12-hLO inh
Nc1ncc(-c2ccccc2)n1CC1CCCO1 (stereo not given)	14	-29	46%[activator]	5%
CCN(CC)S(=O)(=O)c1ccc(C(=O)OC2CCCCC2CN(C)C)cc1 (stereo not given)	-5	-17	11%	-1%

(more compounds)
SMILES	IMPase cell inh	PNC inhibitor	ALOX15B inhib	12-hLO inh
CCCCCC(=O)N/N=C(\C)c1ccc(Cl)cc1	4	29	3%	-1%
O=C(O)c1nsc(Cl)c1Cl	6	29	-2%	-2%
CN(c1ccccc1)c1ccc(/C=C(\C#N)c2nnc3n2CCCCC3)cc1[N+](=O)[O-]	-1	-91*	/	-3%
Clc1ccc(-c2noc(CSc3nnc(-c4ccncc4)n3-c3ccccc3)n2)cc1	11	25	17%	-5%
NS(=O)(=O)c1ccc(NS(=O)(=O)c2ccc(NC(=S)Nc3ccccc3)cc2)cc1	-6	-6	/	-3%
O=c1c2cc(N3CCOCC3)ccc2[nH]c(=S)n1Cc1ccccn1	-25	26	2%	-9%
Cc1onc(-c2ccccc2Cl)c1C(=O)NCCN1Cc2ccccc2C1=O	7	?	2%	-4%
Cc1ccc(C(=O)NCCCC(=O)O)o1	-2	?	6%	5%
Cc1cc(C)n2cc(CSc3nc4ccccc4[nH]3)nc2n1	-10	?	/	3%
O=C(CNC(=O)c1cccs1)OCC(=O)c1ccc2ccccc2c1	-1	29	9%	2%
COc1cc(NC(=O)c2ccco2)c(OC)cc1NC(=O)Nc1ccc(Cl)cc1	2	-3	-5%	-2%
COc1cc(NC(=O)c2ccc3c(c2)OCO3)ccc1NC(=O)c1ccco1	3	?	/	0%
COc1ccc2sc3ccccc3c(=O)c2c1	-13	-25	-5%	-8%
O=C(COC(=O)CNC(=O)c1ccccc1)Nc1nc(-c2ccccc2)cs1	3	28	/	-1%
Cc1c(O)c2cccnc2[nH]c1=O	/	3	/	-1%
O=C(c1ccccc1)c1ccccc1C(=O)N1CCCC1	7	-2	0%	-5%
O=C(OCC1OC2OC3(CCCCC3)OC2C2OC3(CCCCC3)OC12)c1ccccc1 (stereo not given)	/	-21	/	0%
COCCN(C(=S)Nc1ccc(OC)cc1)C1CCN(C(C)=O)CC1	/	50	/	1%
C=CCn1c(SCC(=O)Nc2cccc(C)c2)nnc1-c1cnccn1	8	19	6%	-4%
COC(=O)c1ccc(C(C(=O)NC2CCCCC2)N(CCc2ccccc2)C(=O)Cc2cccs2)cc1 (stereo not given)	/	38	/	0%
CC(=O)N1CCc2cc(S(=O)(=O)NCCC(=O)N3CCN(c4ccccn4)CC3)ccc21	2	12	6%	1%
CCOC(=O)COc1ccc2c(c1)C(=O)CC1(CCN(C(C)=O)CC1)O2	-2	-10	-3%	-1%
COc1ccc(/C=N/n2c(C)nnc2C)c(OC)c1	3	?	-3%	-4%
C/C(=N\NC(N)=S)C1(C)CCCCC1	/	?	/	-1%
COc1ccc(NS(=O)(=O)c2ccc(S(=O)(=O)N3CCCC3)cc2)cc1Cl	8	-6	-5%	-5%
COc1ccc2cc(/C=N/NC(=O)CN(c3ccccc3)S(=O)(=O)c3ccccc3)c(Cl)nc2c1	/	50	/	-3%
CCCS(=O)(=O)N1CCC(C(=O)N2CCc3ccccc3C2)CC1	0	6	7%	1%
Clc1cccc(/C=N/Nc2nnc(Cl)c3ccccc23)c1	-3	10	31%[activator]	-7%
Cn1c(O)c(C2=c3ccccc3=NC2=O)[nH]c1=S	/	-11	/	-2%
Nc1cnn([C@@H]2O[C@H](CO)[C@@H](O)[C@H]2O)c(=O)n1	/	/	-7%	2%
Cc1oc(-c2cccc(Cl)c2)nc1CN1CCC(C(=O)NCCCN2CCCC2=O)CC1	1	3	17%	2%
O=C(Nc1cccc(F)c1)C1CCN(c2nnnn2-c2ccccc2)CC1	7	?	1%	-5%
N/C(COc1cccc(C(F)(F)F)c1)=N\NC(=O)c1cccnc1Oc1ccccc1	-4	?	9%	-13%
COc1ccc(N(CC(=O)NCc2ccc(C)cc2)S(=O)(=O)c2c(C)nn(C)c2C)cc1	/	?	/	4%
CN1CCCc2cc(C#N)c(=O)[nH]c21	-20	?	0%	1%
COC(=O)c1cc2occc2n1CC(=O)Nc1ccc(OC)c(OC)c1	4	41	-1%	-2%
O=C(Nc1ccc(Cl)cc1)C1CC2CCCC(C1)C2=O (stereo not given)	-2	31	7%	-4%
CCN(CCNc1ccc(Cl)cc1[N+](=O)[O-])C(=O)c1cc([N+](=O)[O-])c(N(C)C)cc1OC	-6	25	-3%	-1%
O=C(OCCCCN1C(=O)c2ccccc2C1=O)c1ccc(Br)o1	3	1	-9%	-7%
COC(=O)c1ccccc1NC(=S)N(Cc1ccc2c(c1)OCO2)Cc1cc2ccc(C)cc2[nH]c1=O	13	-19	/	-9%
CC(C)NC(=O)N1CC[C@@]2(CCCN(C(=O)c3ccncc3)C2)C1	/	/	0%	1%
C[C@]1(C(=O)NCc2cc(F)cc(C(F)(F)F)c2)C=C[C@@H](Cc2ccccc2)N1C(=O)c1ccccc1	/	40	-9%	-6%&-6%
Cc1[nH][nH]c(=O)c1C(c1cc([N+](=O)[O-])ccc1O)c1c(C)[nH][nH]c1=O	6	-22	/	0%
COC(=O)c1ccc(C(=O)OC)c(NS(=O)(=O)c2ccc(NC(C)=O)cc2)c1	2	-9	1%	-6%
Cc1ccc(NC(=S)N2CCN(c3ncccn3)CC2)c(C)c1	-7	?	/	0%
c1ccc(-n2nnnc2NC2CCCCCC2)cc1	1	?	2%	3%
Cc1nn(C)c(C(=O)Nc2ccc(Cn3cccn3)cc2)c1[N+](=O)[O-]	1	35	-2%	-3%
CS(=O)(=O)c1nc2ccccc2n1Cc1ccccc1	-1	20	-8%	-3%
CC(C)n1nnc2cc(C(=O)O)ccc21	/	/	-2%[0.0915 µM]	0%[0.00818 µM]
Cc1ccc(S(=O)(=O)NNC(=O)c2ccncc2)cc1	-11	32	/	1%
CCN1CCN(C(=S)Nc2ccc(Cl)c(Cl)c2)CC1	/	-29	/	13%
COc1ccc(NC(=O)COC(=O)c2ccc(OCc3ccc(Cl)cc3Cl)c(OC)c2)c(OC)c1	-12	?	/	3%
CC(C)OC(=O)[C@H]1[C@H](c2ccc(Cl)cc2)[C@@](C#N)(C(N)=O)[C@@H]2C=CC(C(N)=O)=CN21	7	-17	2%[2.29 µM]	-18%
COc1ccccc1/C=N/NC(=O)C(=O)Nc1ccccc1OC(F)(F)C(F)F	-9	5	/	1%
COc1ccc(C2Nc3ccccc3C(=O)N2O)cc1OC (stereo not given)	0	12	-5%	-21%
CCCC(=O)Nc1cc(C(=O)O)ccc1S(=O)(=O)c1ccc(C)cc1	/	-113*	/	0%
O=C(C1CC1)N1CCN(c2nc3ccccc3s2)CC1	0	?	4%	-4%
COCCCNS(=O)(=O)c1ccc2c3c(cccc13)C(=O)S2	7	17	/	1%
O=c1oc2ccccc2c(N2CCCCC2)c1[N+](=O)[O-]	/	-2	/	1%
Cc1cc(NC(=O)C(C)Oc2ccc(Cl)cc2Cl)n(-c2ccccc2)n1 (stereo not given)	12	33	6%	-5%

Further entries
SMILES	IMPase cell inh	PNC inhibitor	ALOX15B inhib	12-hLO inh
CCCOc1ccc(N2CC(C(=O)Nc3ccccc3OC)CC2=O)cc1 (stereo not given)	5	-9	/	0%
Cc1cc(Br)cc(C)c1NC(=O)c1ccccc1[N+](=O)[O-]	/	-26	/	1%
CC1=C(C(=O)N2CCOCC2)C(c2cc(C)cs2)NC(=O)N1 (stereo not given)	0	-30	6%	1%
O=C(N(c1ccccc1)c1ccccc1)n1ccnc1	0[0.0738 µM]	11	/	0%
CCOC(=O)C1=C(c2ccccc2)N=C2SCC(=O)N2C1c1ccc(OCC)c(OCC)c1 (stereo not given)	-4	?	3%	6%
Cc1ccc(-c2nn[nH]n2)o1	-5	10	26%	-1%
Cc1ccc(-c2nnc(N(C)C(=O)c3cccnc3)s2)cn1	-18	6	-4%	-2%
Cc1ccccc1CN1CCN(CC(=O)NCc2ccccc2)C1=O	-2	?	0%	-3%
O=C(NCC1CCCO1)C(=O)NCC(c1ccco1)N1CCN(c2ccccc2)CC1 (stereo not given)	/	?	/	-3%

Only part of the results is shown; rates above refer to the full screens.
